Cdc42 wt GTP – human Cdc42 wildtype GTP binding change, either direction; AID 761; P60953; percent activity (GTP binding), % at 10 µM; GST-Cdc42 beads, Bodipy-GTP binding, flow cytometry; actives lie on both sides; hit rate 0.2% among 190,000;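 active = percent activity GTP binding at least 20 points away from the 100% baseline, either down as inhibitor or up as activator; inconclusive = compound flagged as likely green fluorescent from well-wide comparison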;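 note: median bead fluorescence of bound Bodipy-FL-GTP at 100 nM; 0% = excess unlabeled GTP control and 100% = no compound control; below 100% means less GTP binding so inhibitor and above means activator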
Target sequence (P60953 whole entry, looked up): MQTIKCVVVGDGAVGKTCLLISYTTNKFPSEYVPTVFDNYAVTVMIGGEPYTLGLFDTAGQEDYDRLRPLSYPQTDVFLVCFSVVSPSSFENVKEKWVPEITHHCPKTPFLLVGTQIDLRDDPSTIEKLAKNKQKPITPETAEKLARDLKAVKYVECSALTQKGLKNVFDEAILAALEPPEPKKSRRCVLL
Rab7 wt modul – alters GTP binding to wildtype dog Rab7. GST-Rab7 beads, fluorescent GTP binding, flow cytometry; actives lie on both sides; untreated = 100%, excess cold GTP = 0%. GTP binding activity (percent of control), % at 10 µM. hit rate 0.055% among 190,000. AID 758;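 active = fluorescent GTP binding to Rab7 beads changed by at least 20 points from the 100% baseline, either direction, mostly lower; inconclusive = compound itself probably fluorescent, or too few beads counted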;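 note: median green fluorescence of bound Bodipy-FL-GTP per Rab7 bead population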
Pf gamet viab – kills late stage P. falciparum gametocytes; P. falciparum stage V gametocytes, ATP luminescence, 24 h; AID 743093; hit rate 0.065% among 150,000; inhibition, % at 10.9 µM;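 active = inhibition above the mean plus 3 SD of compounds within the control limits, set per campaign, cut at about 38% in these data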;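 note: 0% = DMSO wells and 100% = medium only without gametocytes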
Bim-Mcl-1 – inhibitors of Bim-Mcl-1 interaction, human | Bead-based flow cytometry, Bim peptide-Mcl-1 binding | AID 1009 | inhibition, % at 10 µM | hit rate 0.1% among 190,000 | Q07820; in the data active = inhibition above about 40%;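 note: 0% = no compound tracer wells and 100% = peptide blocker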
Mcl1 Bid PPI – Mcl-1/Bid interaction inhibition. inhibition, % at 21.7 µM. hit rate 0.97% among 220,000. TR-FRET Mcl-1/Bid-Dy647 peptide binding, 1536-well. Q07820;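 active = compounds that cut the binding signal by more than half at the single screening dose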;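 note: His-tagged Mcl-1 with europium anti-His antibody binding Bid BH3 peptide; 0% = Mcl-1 plus peptide wells and 100% = peptide-only wells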
Rac1 act GTP bind – human Rac1 activated mutant GTP binding change; GST-Rac1 activated beads, fluorescent GTP binding, flow cytometry; actives lie on both sides; 100% means binding = to untreated wells; hit rate 0.11% among 190,000; AID 764; percent activity (GTP binding), % at 10 µM;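 active = GTP binding at least 20 percentage points away from the 100% baseline, in either direction, so actives lie on both sides; inconclusive = Compound likely fluorescent itself, or too few beads counted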
Rab2 wt GTP – changes GTP binding to wildtype dog Rab2A, up or down; GST-Rab2 wt beads, Bodipy-GTP binding, flow cytometry; GTP binding activity, % at 10 µM; hit rate 0.19% among 190,000; AID 760;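 active = GTP binding activity at least 20 points away from 100%, either lowered or raised; inconclusive = signal likely due to the compound's own green fluorescence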;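 note: 0% = beads with excess unlabeled GTP and 100% = no-compound control corrected for plate trend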
HRas wt GTP – changes GTP binding to wildtype human HRas; P01112; GST-Ras wt beads, Bodipy-FL-GTP binding, flow cytometry; actives lie on both sides; GTP binding activity, % at 10 µM; hit rate 0.14% among 190,000; AID 759;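 active = GTP binding activity at least 20% away from the 100% baseline, either lowered as inhibitor or raised as activator; inconclusive = flagged as likely green fluorescent, judged across all proteins in the well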;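 note: 0% = unlabeled GTP competition control and 100% = no-compound control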
Target sequence (P01112 whole entry, looked up): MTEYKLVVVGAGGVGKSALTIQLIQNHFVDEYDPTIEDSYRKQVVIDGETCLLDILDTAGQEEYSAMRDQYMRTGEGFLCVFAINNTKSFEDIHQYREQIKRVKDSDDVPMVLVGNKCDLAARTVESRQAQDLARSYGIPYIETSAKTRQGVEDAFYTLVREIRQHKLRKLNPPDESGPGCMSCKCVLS
Mcl1 Noxa PPI – Mcl-1/Noxa interaction inhibition; TR-FRET Mcl-1/Noxa peptide binding, 2 h; inhibition, % at 21.7 µM; hit rate 1.5% among 220,000; AID 1022;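 active = compounds that cut the protein-peptide binding signal by more than 50% relative to plate controls in a single-dose test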;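 note: His-tagged Mcl-1 with rhodamine Noxa BH3 peptide and terbium anti-His antibody; 0% = Mcl-1 plus Noxa peptide wells and 100% = peptide-only wells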
RGS8-Gao – modulates binding of RGS8 to human Galphao. hit rate 0.34% among 220,000. multiplexed bead flow cytometry; actives lie on both sides. P09471. response (percent of control binding), % at 10 µM; in the data active = response below about 60% or above about 140%; inactive = in between;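 note: Galphao activated as the GDP aluminium fluoride complex binding bead-coupled RGS8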
Target sequence (P09471 whole entry, looked up): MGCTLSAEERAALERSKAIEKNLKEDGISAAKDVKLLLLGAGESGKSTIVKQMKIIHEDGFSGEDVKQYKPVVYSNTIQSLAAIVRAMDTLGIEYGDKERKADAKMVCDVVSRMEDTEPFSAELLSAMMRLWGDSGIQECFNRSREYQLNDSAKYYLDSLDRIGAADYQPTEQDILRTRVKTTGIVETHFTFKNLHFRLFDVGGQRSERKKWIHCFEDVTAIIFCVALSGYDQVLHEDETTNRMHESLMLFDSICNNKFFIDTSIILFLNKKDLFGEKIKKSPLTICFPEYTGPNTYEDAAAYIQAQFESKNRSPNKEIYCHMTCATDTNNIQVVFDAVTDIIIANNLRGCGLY
Rac1 wt modul – human Rac1 wildtype GTP binding, inhibitors and activators; GTP binding activity (% of control), % at 10 µM; GST-Rac1 beads, fluorescent GTP binding, flow cytometry; actives lie on both sides; 0 = cold GTP competed, 100 = untreated; hit rate 0.27% among 190,000; P63000; AID 757;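 active = GTP binding activity at least 20 points away from the 100% control level, either lower or higher; inconclusive = compound flagged as likely green fluorescent, judged across all proteins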
The depositor's hits bear a star; ? = inconclusive; . = no result given.

SMILES	Cdc42 wt GTP	Rab7 wt modul	Pf gamet viab	Bim-Mcl-1	Mcl1 Bid PPI	Rac1 act GTP bind	Rab2 wt GTP	HRas wt GTP	Mcl1 Noxa PPI	RGS8-Gao	Rac1 wt modul
Cc1ccc(CCNC(=O)CCNS(=O)(=O)c2ccc3c(c2)c(=O)n(C)c(=O)n3C)cc1	97.0	103.0	.	0.0	-16.8	99.0	100.0	99.0	8.8	99.0	98.0
CCC(=O)Nc1nc2nc(-c3ccccc3)cc(-c3ccccc3)n2n1	103.0	108.0	.	-3.0	2.7	97.0	103.0	103.0	-14.2	98.2	110.0
O=C(c1ccc(COc2ccc3ccccc3c2)o1)N1N=C(C(F)F)CC1(O)C(F)F (stereo unspecified)	103.0	101.0	.	-5.0	-0.7	99.0	99.0	102.0	-1.1	99.6	105.0
COc1ccc(-c2ccc(-c3noc(-c4ccccc4C)n3)c(OC)n2)cc1	103.0	103.0	.	1.0	-8.4	98.0	99.0	101.0	-32.4	99.2	104.0
Cc1csc(NC(=O)CCNC(=O)c2ccc([N+](=O)[O-])cc2)n1	106.0	101.0	16.4	-3.0	-6.8	101.0	101.0	102.0	-4.1	96.5	106.0
COCCOCC(O)CN1CCN(c2ccccc2)CC1 (stereo unspecified)	104.0	103.0	-5.9	4.0	28.6	101.0	103.0	104.0	36.8	102.1	105.0
S=C(NCCc1ccccc1)Nc1ccc(Br)cc1	105.0	98.0	-20.7	-6.0	-17.2	101.0	101.0	102.0	12.8	100.3	105.0
CCN(CC(=O)NCCc1ccccc1)S(=O)(=O)c1ccc(Br)cc1	99.0	94.0	-33.4	-5.0	20.1	93.0	95.0	96.0	0.3	102.8	95.0
COc1ccc(C(=O)NNC(=O)Nc2ccc(C)cc2)cc1	99.0	99.0	3.9	0.0	-40.6	100.0	96.0	99.0	12.0	87.3	102.0
CC(=O)Nc1ccc(C(=O)Nc2nc(-c3cccnc3)cs2)cc1	97.0	99.0	.	0.0	-40.2	93.0	96.0	95.0	34.9	89.5	94.0
O=C(NCc1cccnc1)c1ccc(COc2ccccc2Cl)o1	89.0	100.0	10.5	0.0	-21.4	92.0	95.0	93.0	14.8	101.8	94.0
O=C1CCCc2c1[nH]c1ccc(Br)cc21	100.0	95.0	-56.5	-2.0	6.8	101.0	100.0	101.0	22.4	100.9	106.0
CCOc1ccc(C(=O)N2CCN(C(=O)c3ccco3)CC2)cc1OCC	99.0	104.0	-8.7	1.0	-22.6	98.0	100.0	99.0	-8.0	100.0	100.0
COCCOC(=O)C1=C(N)OC2=C(C(=O)CC(C)(C)C2)C1c1ccncc1 (stereo unspecified)	97.0	106.0	0.2	0.0	-26.8	97.0	100.0	101.0	2.3	101.2	101.0
CCn1nccc1C(=O)NC1=C(C#N)CCC1	101.0	98.0	.	-6.0	-14.0	101.0	99.0	100.0	14.5	107.1	101.0
O=S(=O)(c1cccc2cccnc12)N1CCOCC1	98.0	96.0	11.1	0.0	-5.0	99.0	99.0	99.0	12.1	108.8	104.0
O=C(Nc1ccc(N2CCOCC2)cc1)Nc1ccc2nc(-c3ccco3)c(-c3ccco3)nc2c1	?	?	6.6	7.0	42.5	?	?	?	102.1*	91.8	?
Cc1ccc(OCC(=O)c2cc(C)n(C)c2C)c([N+](=O)[O-])n1	101.0	99.0	-15.8	-3.0	-53.0	101.0	103.0	103.0	12.9	103.7	103.0
COc1ccc(Br)cc1-c1nc(C)c(C(C)=O)n1O	105.0	104.0	.	0.0	-15.4	98.0	103.0	103.0	13.2	98.5	102.0
O=c1c2ccccc2nc(/C=C/c2ccc([N+](=O)[O-])o2)n1CCCO	100.0	98.0	-23.5	5.0	-25.9	96.0	95.0	99.0	8.2	102.7	101.0
Cc1ccc(CN2CCc3c(OCC(=O)Nc4cccc(C)c4C)cccc3C2=O)cc1	102.0	98.0	.	-1.0	-15.6	101.0	106.0	102.0	11.9	109.2	104.0
CCN(CC)c1cc(-c2ccccc2)ncn1	103.0	98.0	17.9	-1.0	26.0	99.0	95.0	99.0	22.6	103.7	105.0
CCCCOc1ccc(/C=C/C(=O)NC2=Nc3ccccc3NC(C)=C2C(=O)OCC)cc1OC	100.0	98.0	0.9	-1.0	-12.7	94.0	96.0	96.0	5.7	103.0	98.0
Cc1ccc(Cn2ncc3c(N4CCN(Cc5ccc(Cl)cc5)CC4)ncnc32)cc1	100.0	101.0	3.3	-6.0	-19.2	96.0	100.0	98.0	14.1	101.6	102.0
C=CCn1c(COc2ccc(OC)cc2)nnc1SCn1nnc2ccccc2c1=O	97.0	102.0	-14.3	0.0	-18.3	102.0	102.0	100.0	11.9	99.4	100.0
Cc1ccccc1C(=O)NC1CCN(Cc2nnnn2C2CCCC2)CC1	100.0	99.0	3.5	-2.0	4.3	99.0	97.0	99.0	-4.1	106.2	102.0
COCCCN1CN(Cc2ccccc2)CNC1=S	101.0	97.0	8.2	8.0	-38.0	100.0	101.0	102.0	-6.6	72.1	104.0
CCNc1nc(NCC)n2c(SCC(=O)NC34CC5CC(CC(C5)C3)C4)nnc2n1	105.0	97.0	.	0.0	-19.2	103.0	102.0	101.0	4.1	103.4	104.0
Cc1sc(-c2ccncc2)nc1OC(=O)c1ccc(Cl)cc1	98.0	99.0	.	-1.0	1.1	97.0	97.0	98.0	6.5	98.8	100.0
O=C(Nc1ccc(Br)cc1F)c1sccc1-n1cccc1	98.0	98.0	.	0.0	-16.3	98.0	97.0	97.0	4.4	101.0	99.0
Nc1nc(N)c(N=Nc2ccc(Cl)cc2)c(=O)[nH]1	94.0	92.0	2.6	0.0	-12.5	97.0	93.0	94.0	17.0	99.2	96.0
O=C(CSc1nc(C2CC2)nc2ccccc12)Nc1ccc2c(c1)OCCO2	101.0	100.0	-24.6	-3.0	26.5	100.0	100.0	100.0	1.4	100.7	101.0
COc1ccc(/C=C2\SC(=O)N(CCNC(=O)Cn3cnnn3)C2=O)cc1	102.0	105.0	.	-3.0	-10.1	102.0	104.0	104.0	24.6	82.0	107.0
O=C(c1ccccc1)N(Cc1nc2ccccc2c(=O)[nH]1)C1CCCC1	98.0	109.0	.	1.0	-23.9	97.0	99.0	104.0	11.1	99.8	103.0
Nc1nnnn1/N=C/c1cccc(O)c1	98.0	100.0	.	0.0	-16.4	96.0	98.0	98.0	19.1	101.0	96.0
CNC(=S)NC12CC3CC(CC(C3)C1)C2	94.0	86.0	5.8	0.0	-5.4	92.0	92.0	89.0	24.0	104.5	89.0
O=C(O)c1cccc(-c2nnn(Cc3ccccc3Cl)n2)c1	99.0	99.0	.	-3.0	15.2	97.0	96.0	101.0	18.1	99.5	102.0
CCCCC(=O)NC(=S)Nc1nnn(CCC)n1	91.0	102.0	2.9	-1.0	-23.1	92.0	93.0	90.0	-4.3	93.9	90.0
CC(C)(C)OC(=O)N[C@@H](Cc1ccccc1)c1nnc(SCC(=O)c2ccc(Cl)cc2)o1	98.0	97.0	4.4	0.0	-52.0	98.0	100.0	100.0	-6.1	86.5	102.0
COc1ccc(NC(=O)c2nn(C34CC5CC(CC(C5)C3)C4)cc2[N+](=O)[O-])cc1	96.0	104.0	-9.4	-2.0	-8.5	100.0	100.0	102.0	-3.3	87.3	103.0
O=C(CNC(=O)c1cccc(OC(F)F)c1)OCC(=O)c1ccccc1	100.0	104.0	-1.5	0.0	-10.0	98.0	99.0	99.0	11.0	99.5	98.0
O=S(=O)(c1ccc(S(=O)(=O)N2CCCN(Cc3ccccc3)C2)cc1)N1CCCCCC1	103.0	100.0	.	3.0	-14.8	98.0	101.0	103.0	7.2	100.5	105.0
COc1cccc(NC(=O)c2ccccc2C(F)(F)F)c1	98.0	97.0	-31.7	0.0	-7.4	97.0	97.0	96.0	-6.9	109.5	96.0
COC(=O)Cc1c(C(=O)OC)nnn1-c1cccc(C(F)(F)F)c1	98.0	95.0	2.3	0.0	-11.7	97.0	98.0	97.0	3.0	99.2	99.0
O=C(Cc1cccs1)Nc1ccon1	102.0	101.0	.	-3.0	-24.9	98.0	102.0	100.0	25.9	97.6	106.0
CCCCNC(=O)c1c(C)cc(=O)oc1C	100.0	97.0	-0.6	-6.0	-38.1	102.0	102.0	99.0	-5.4	118.6	105.0
CN=C(Nc1ccc(C(=O)OC)s1)c1ccccc1	97.0	108.0	31.2	-2.0	-3.1	95.0	102.0	101.0	13.4	99.8	100.0
Cn1ncnc1SCc1cn2cccnc2n1	101.0	106.0	-7.1	-3.0	-4.4	99.0	102.0	103.0	5.9	105.9	102.0
COC(=O)c1ccc(-n2nnnc2SCC(=O)Nc2cc(OC)ccc2OC)cc1	103.0	100.0	-11.4	13.0	4.7	98.0	100.0	100.0	17.0	105.4	103.0
CC(=O)c1ccc2c(ccc3ccccc32)c1	96.0	102.0	.	0.0	-13.3	97.0	99.0	102.0	38.2	100.7	106.0

Going on with the list.
SMILES	Cdc42 wt GTP	Rab7 wt modul	Pf gamet viab	Bim-Mcl-1	Mcl1 Bid PPI	Rac1 act GTP bind	Rab2 wt GTP	HRas wt GTP	Mcl1 Noxa PPI	RGS8-Gao	Rac1 wt modul
CCn1c(SCc2ccc(C)cc2)nnc1C1CCN(S(=O)(=O)c2ccc(OC)cc2)CC1	101.0	98.0	-1.9	-6.0	-1.6	98.0	98.0	101.0	9.5	101.5	101.0
O=C(CCCn1c(=S)[nH]c2ccsc2c1=O)NCc1ccco1	103.0	104.0	-5.9	-3.0	-41.3	99.0	104.0	105.0	25.1	102.4	103.0
O=C(NCCc1ccccc1)C1CCCN1C(=O)Nc1ccc(F)cc1 (stereo unspecified)	106.0	101.0	.	0.0	-9.4	102.0	101.0	102.0	-10.4	98.6	106.0
COc1cccc(-c2nn(C)c3sc(C(=O)NCc4ccco4)cc23)c1	?	?	.	3.0	12.8	?	?	?	-0.7	99.0	?
CCN1CCN(C(c2cc3cccc(C)c3[nH]c2=O)c2nnnn2Cc2ccccc2)CC1 (stereo unspecified)	101.0	97.0	-27.8	0.0	2.0	99.0	99.0	99.0	-19.6	103.7	98.0
COc1cc2c(C(=O)N3CCN(c4ccccc4C)CC3)c(C)oc2cc1Br	102.0	107.0	.	-4.0	-7.4	100.0	104.0	104.0	-3.4	97.5	107.0
COC(=O)c1ccc(CO/N=C/c2ccc(OC)cc2)o1	100.0	104.0	-8.6	1.0	-11.0	95.0	98.0	98.0	-15.9	105.5	98.0
